# MT1-MMP act inh = inhibitors of human MT1-MMP activation; GFP/RFP ratio change, % at 20 µM; P50281; actives 0.061% (n = 360,000); HT1080 RFP-PRO-GFP cells, GFP/RFP ratio fluorescence, overnight; percent of plate control window, DMSO zero;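 active means GFP/RFP ratio change of at least 30% with cell ATP level not reduced by more than half and red fluorescence within 50% of control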; further: strong numbers were not always called active
#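 Assay system: RFP-PRO-GFP reporter HT1080 cells; read-out basis: GFP/RFP fluorescence ratio; benchmarks: DMSO wells and RFP-L50D-GFP cells; doses: 20 µM single dose, 1% DMSO; schedule: overnight cell settling, then overnight compound exposure, 37 °C, 5% CO2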
# SKN-1 inh = inhibitors of C. elegans SKN-1; C. elegans VP596 Pgst-4::GFP/RFP ratio, acrylamide-induced, 24 h; inhibition, % at 21.8 µM; actives 0.49% (n = 360,000); AID 624304;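 active means interference check ratio from 0.5 to 1.5 plus GFP to RFP signal ratio inhibition reaching or exceeding a fixed threshold, cut at about 30% in these data, passing the limit was not always enough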; further: some compounds called inactive have numbers as strong as hits
# CendR NRP1 mod = NRP-1/CendR interaction modulation; O14786; FAM-RPARPAR peptide binding to NRP-1, fluorescence polarization; inhibition, % at 25 µM; actives 0.85% (n = 360,000); AID 602438;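 active means inhibition or corrected inhibition above about 18%, plus a signal ratio from 0.5 to 1.5, limit read from the data, passing the limit was not always enough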; further: strong numbers were not always called active
# Rin1 Abl inh = blocks binding of human Rin1 to Abl. P00519+Q13671. TR-FRET Rin1/Abl binding, biochemical. inhibition, % at 7.35 µM. actives 0.4% (n = 360,000); in the data active means inhibition above about 5%, passing the limit was not always enough
# FAS TE block = blocks the thioesterase domain of human fatty acid synthase. P49327. recombinant FAS-TE, OMFH fluorogenic substrate, fluorescence endpoint. inhibition, % at 15 µM. actives 0.67% (n = 360,000). AID 602261;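 active means compounds whose normalised, plate-corrected inhibition of enzyme fluorescence in the single-dose primary screen is 50% or more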;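 further: 0% = DMSO with enzyme and 100% = substrate without enzyme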
# Neddyl block = cullin neddylation inhibition; actives 0.58% (n = 360,000); TR-FRET cullin neddylation, biochemical; calls only at 25 µM; P61081+Q13564; in the data active means inhibition above about 36%
# Target sequence (P61081 whole entry, looked up): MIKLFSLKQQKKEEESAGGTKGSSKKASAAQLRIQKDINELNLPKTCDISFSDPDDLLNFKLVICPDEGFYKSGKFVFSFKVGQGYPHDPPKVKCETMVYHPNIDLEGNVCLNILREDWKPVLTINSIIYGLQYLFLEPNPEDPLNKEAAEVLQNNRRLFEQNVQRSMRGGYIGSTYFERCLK
# Target sequence (Q13564 whole entry, looked up): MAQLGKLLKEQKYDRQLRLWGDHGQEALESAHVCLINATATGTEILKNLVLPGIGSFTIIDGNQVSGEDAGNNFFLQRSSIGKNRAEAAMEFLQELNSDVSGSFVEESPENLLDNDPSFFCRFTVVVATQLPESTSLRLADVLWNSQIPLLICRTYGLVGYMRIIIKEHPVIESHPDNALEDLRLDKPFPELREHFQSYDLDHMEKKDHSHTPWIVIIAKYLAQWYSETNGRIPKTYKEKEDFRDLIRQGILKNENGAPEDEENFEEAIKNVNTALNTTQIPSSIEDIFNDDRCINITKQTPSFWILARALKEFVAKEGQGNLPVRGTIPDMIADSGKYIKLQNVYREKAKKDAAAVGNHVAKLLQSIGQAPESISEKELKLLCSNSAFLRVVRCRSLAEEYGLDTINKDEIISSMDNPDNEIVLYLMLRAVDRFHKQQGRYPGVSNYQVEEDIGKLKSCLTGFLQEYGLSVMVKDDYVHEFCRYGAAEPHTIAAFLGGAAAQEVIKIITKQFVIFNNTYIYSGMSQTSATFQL
# eLon inh = inhibits E. coli Lon protease. P0A9M0. purified E. coli Lon protease, fluorescence polarization. inhibition, % at 7.94 µM. actives 0.42% (n = 360,000); in the data active means inhibition above about 13%, passing the limit was not always enough;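 further: 0% = enzyme with probe and DMSO and 100% = no enzyme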
# bovine MsrA act = bovine methionine sulfoxide reductase A activation; AID 602163; activation, % at 10.6 µM; purified bovine MsrA, absorbance read-out; actives 0.3% (n = 360,000); in the data active means activation above about 7.5%;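 further: 0% = vehicle and 100% = reference activator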
# PABP1 MLLE inh = inhibitors of microRNA-mediated deadenylation, human PABP1 MLLE binding; AID 588489; actives 0.36% (n = 360,000); GST-MLLE / FITC-PAM2 fluorescence polarization; inhibition, % at 20 µM; P11940; in the data active means inhibition above about 35%, passing the limit was not always enough;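 further: plate controls were DMSO wells with GST-MLLE for no effect and wells lacking GST-MLLE protein for full effect; some results filed as inactive read as strong as hits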
# * = called active by the depositor; i = inactive; · = not tested or not shown.
SMILES,MT1-MMP act inh,SKN-1 inh,CendR NRP1 mod,Rin1 Abl inh,FAS TE block,Neddyl block,eLon inh,bovine MsrA act,PABP1 MLLE inh
CC1CCCC(NC(=O)CN2C(=O)COc3ccccc32)C1C (configuration not stated),-1,8,4,3,-3,i,0,-4,4
Cn1cnnc1SCc1ccc(C(=O)n2ncc(C#N)c2N)cc1,1,12,-12,0,-5,i,-4,-2,-4
Cn1c(CNC(=O)c2ccco2)nnc1SCC(=O)N1c2ccccc2Sc2ccccc21,1,-5,9,2,-2,i,2,-4,-106
COCCn1c(SCC(=O)NCc2ccc3c(c2)OCO3)nc2ccccc2c1=O,-2,2,-3,3,-1,i,-1,-8,-35
CC(C)(C)NC(=O)CC1C[C@H](C(=O)N2CCOCC2)[C@@]2(CCC3CCCC3)c3[nH]c4ccccc4c3CCN2C1=O (some centres not stated),-8,-14,-16,-2,81*,i,-5,-10,0
OCCN1CN=C(Nc2nc3ccccc3s2)NC1,-7,-8,-4,3,-11,i,-1,1,-4
CCCCN(C(=O)c1cc(S(=O)(=O)N2CCOCC2)ccc1Cl)c1c(N)n(CC(C)C)c(=O)[nH]c1=O,-1,-22,-4,-2,2,i,-15,0,6
O=C(COC(=O)c1ccco1)NCCNC(=O)COC(=O)c1ccco1,·,12,8,2,-6,i,6,-12,1
Cc1c(Br)c(C(F)(F)F)nn1CC(=O)NCCCn1ccnc1,3,12,0,-7,-2,i,-4,-4,-6
CCN(CC(=O)Nc1cc(Cl)ccc1C)C(=O)CSCc1c(C)noc1C,-2,6,0,4,-1,i,-1,-13,-28
CC1CCC2(CC1)NC(=O)N(CC(=O)NCc1ccc(F)cc1)C2=O (configuration not stated),-5,1,-20,5,-5,i,6,-6,-7
CCOC(=O)NC(=O)COC(=O)CNC(=O)c1ccc(OCC)c(OCC)c1,-1,-10,5,6,-5,i,-1,-4,6
Cc1ccc(NC(=O)N2CCCC2C(=O)NCc2cccs2)cc1 (configuration not stated),-3,22,-1,2,-3,i,-9,-1,6
CNC(=O)C1CC(=O)N(CCCc2ccccc2)C(=Nc2ccccc2)S1 (configuration not stated),1,-16,12,2,0,i,-3,-6,14
Cc1nnc(SCC(=O)NCc2ccccc2Cl)[nH]c1=O,1,2,8,4,-7,i,-2,-1,23
CCCS(=O)(=O)c1c(S(=O)(=O)CCC)c2c(N)cccn2c1C(=O)c1ccc(OC)cc1,-74,16,-72,2,11,i,-33,-7,-60
O=C(CCCNS(=O)(=O)c1cccs1)N1CCN(c2ccc(F)cc2)CC1,-1,15,-6,1,1,i,0,-1,1
Cc1ccccc1C(=O)OCC(=O)N(C)c1c(N)n(Cc2ccccc2)c(=O)[nH]c1=O,2,5,7,2,4,i,1,1,-17
Cc1cc(CNC(=O)COc2ccccc2)c2ccccc2n1,4,-3,0,-5,-2,i,-4,-8,6
O=C(CCN1C(=O)c2ccccc2C1=O)Nc1cccc(S(=O)(=O)N2CCCCC2)c1,4,-4,-2,-6,9,i,-2,-3,-9
COc1ccc(S(=O)(=O)Nc2c(C)n(C)n(-c3ccccc3)c2=O)cc1C(=O)O,-5,-2,5,0,-6,i,-3,-4,-5
CCOC(=O)C(NC(C)=O)(Nc1ccc(S(=O)(=O)Nc2cc(C)on2)cc1)C(F)(F)F (configuration not stated),-2,8,-4,0,-6,i,-10,-3,-7
Cn1c(NCc2ccccc2Cl)nc2ccccc21,-2,-5,-14,1,2,i,-9,0,-23
O=Cc1ccc(OCC(=O)Nc2ccccc2C(F)(F)F)cc1,1,-2,-7,-3,2,i,-1,-7,6
COc1ccc(C(=O)NCC(=O)OCC(=O)Nc2cc(OC)ccc2OC)cc1,-4,-23,2,1,-2,i,1,-1,-25
COc1ccc(NC(=O)CN2CCCC(C)C2)c([N+](=O)[O-])c1 (configuration not stated),-2,10,1,0,-3,i,0,1,5
Cc1ccn2c(NC3CCCCC3)c(-c3ccc(SC4CCCCC4)cc3)nc2c1,-31,9,-72,·,18,·,-19,-6,·
O=S(=O)(Nc1ccc(NS(=O)(=O)c2ccccc2)c(Cl)c1)c1ccccc1,2,18,-7,1,-1,i,7,-1,12
Cc1ccc(C)c(N2N=C(C(=O)OCc3nnc(-c4ccccc4)o3)CCC2=O)c1,-2,-5,-8,-7,-3,i,-20,-1,-2
O=C(c1cnc2ccccc2n1)N1CCN(c2ccc(C(F)(F)F)cn2)CC1,-1,-2,3,2,3,i,4,-3,-10
CCOC(=O)c1cc(-c2ccccc2)sc1NC(=O)CSc1nnc(N)s1,-1,-1,-12,3,7,i,-8,4,6
COc1cccc(CN(C)CC(=O)Nc2ccccc2C(=O)NC2CC2)c1,-2,-4,8,1,-2,i,-6,-1,89*
COc1ccc(-c2cc(C(=O)Nc3cc(C)ccc3O)no2)cc1,0,-25,-8,2,-7,i,8,-7,-5
O=C(N/N=C/c1cc2c3c(c1O)CCCN3CCC2)c1ccccc1O,-48,16,-6,4,15,i,67*,-3,-4
COc1ccc(-c2ccc3ccccc3n2)cc1,1,21,-12,0,8,·,-6,-6,9
CCN(CC)C(=O)COc1ccc(-c2nnc(Nc3ccc(OC)c(C(=O)NC)c3)c3ccccc23)cc1,6,-15,-10,-6,0,i,13,-6,5
COc1cc2c(cc1OC)CN(C(=O)c1ccco1)CC2,2,-5,1,2,-11,i,5,-10,18
CC(=O)Nc1ccc2nc(CN3CCC(CO)(CCc4ccccc4)CC3)ccc2c1,18,0,-16,-4,-5,i,-12,-2,-7
CCCOc1ccccc1OCC(=O)Nc1ccc(S(=O)(=O)N2CCCC2)cc1,-1,5,-1,2,15,i,-6,7,0
Cc1cc(S(=O)(=O)Cc2noc(-c3c(C)noc3C)n2)c(C)cc1Cl,2,-1,-14,1,26,i,-6,-1,-11
COc1ccc(Nc2c(-c3ccco3)nc3cccc(C)n23)cc1,4,-2,-3,-3,3,·,-2,-3,14
COc1ccc2nc(N3CCCCC3)c(C#N)cc2c1,-12,13,16,4,-3,·,-2,-5,40*
C(=N\Nc1ccccn1)/c1ccc(N2CCOCC2)cc1,2,-12,-15,-2,-3,i,-11,-4,-39
CCCCCCNS(=O)(=O)c1ccc(NC(=O)C2CCCO2)cc1 (configuration not stated),0,-3,2,-4,-6,i,4,-2,-9
Cc1ccc(NS(=O)(=O)c2cc(C(=O)N3CCCC3)ccc2C)cc1C,3,-3,-10,0,0,i,-4,-3,-2
CCOc1ccc(NC(=O)C2CCC(N3C(=O)C4CC=CCC4C3=O)CC2)cc1 (configuration not stated),-1,8,29*,2,-2,i,7,3,0
Cc1cc(C)cc(C(=O)NCC(=O)OCC(=O)N2CCCCC2)c1,1,-1,-2,1,-5,i,-7,-2,9
Cc1ccc(C)c(N(CC(=O)NCc2ccc3c(c2)OCO3)C(=O)CCC(=O)Nc2ccccn2)c1,3,7,-5,3,3,i,2,-1,-2

# Ordered by molecular weight (smallest number first): some entries from above.
SMILES,MT1-MMP act inh,SKN-1 inh,CendR NRP1 mod,Rin1 Abl inh,FAS TE block,Neddyl block,eLon inh,bovine MsrA act,PABP1 MLLE inh
COc1ccc(-c2ccc3ccccc3n2)cc1,1,21,-12,0,8,·,-6,-6,9
COc1ccc2nc(N3CCCCC3)c(C#N)cc2c1,-12,13,16,4,-3,·,-2,-5,40*
C(=N\Nc1ccccn1)/c1ccc(N2CCOCC2)cc1,2,-12,-15,-2,-3,i,-11,-4,-39
COc1cc2c(cc1OC)CN(C(=O)c1ccco1)CC2,2,-5,1,2,-11,i,5,-10,18
COc1ccc(Nc2c(-c3ccco3)nc3cccc(C)n23)cc1,4,-2,-3,-3,3,·,-2,-3,14
COc1ccc(-c2cc(C(=O)Nc3cc(C)ccc3O)no2)cc1,0,-25,-8,2,-7,i,8,-7,-5
Cc1cc(C)cc(C(=O)NCC(=O)OCC(=O)N2CCCCC2)c1,1,-1,-2,1,-5,i,-7,-2,9
O=C(N/N=C/c1cc2c3c(c1O)CCCN3CCC2)c1ccccc1O,-48,16,-6,4,15,i,67*,-3,-4
CCCCCCNS(=O)(=O)c1ccc(NC(=O)C2CCCO2)cc1 (configuration not stated),0,-3,2,-4,-6,i,4,-2,-9
COc1cccc(CN(C)CC(=O)Nc2ccccc2C(=O)NC2CC2)c1,-2,-4,8,1,-2,i,-6,-1,89*
Cc1ccc(NS(=O)(=O)c2cc(C(=O)N3CCCC3)ccc2C)cc1C,3,-3,-10,0,0,i,-4,-3,-2
Cc1cc(S(=O)(=O)Cc2noc(-c3c(C)noc3C)n2)c(C)cc1Cl,2,-1,-14,1,26,i,-6,-1,-11
CCCOc1ccccc1OCC(=O)Nc1ccc(S(=O)(=O)N2CCCC2)cc1,-1,5,-1,2,15,i,-6,7,0
CCN(CC)C(=O)COc1ccc(-c2nnc(Nc3ccc(OC)c(C(=O)NC)c3)c3ccccc23)cc1,6,-15,-10,-6,0,i,13,-6,5

# The list goes on:
SMILES,MT1-MMP act inh,SKN-1 inh,CendR NRP1 mod,Rin1 Abl inh,FAS TE block,Neddyl block,eLon inh,bovine MsrA act,PABP1 MLLE inh
O=C(c1nn2c(C(F)(F)F)cc(-c3ccc(F)cc3)nc2c1Cl)N1CCOCC1,10,9,7,-2,-4,i,-4,-2,-5
COCCCNC(=O)c1c(N)n(-c2cccc(S(N)(=O)=O)c2)c2nc3ccccc3nc12,14,16,11,4,3,·,0,-1,6
COc1ccc(-c2csc(N)n2)cc1F,5,8,11,4,-2,i,-2,0,25
COc1ccc(/C(C)=N\NC(=O)C(c2ccncc2)N2CCOCC2)cc1 (configuration not stated),1,-8,18,-2,-1,i,5,-3,-13
Cc1cccc(C)c1NC(=O)C1(C)CN(S(C)(=O)=O)CC(=O)N1Cc1cccc(F)c1 (configuration not stated),2,16,-2,·,·,i,·,·,·
CC(=O)Nc1ccc(CN(C)c2c(C)nc3ccc(C(=O)NC4CCN(Cc5ccccc5)CC4)cn23)cc1,-3,-14,5,-2,-5,i,0,-2,-21
O=C(Nc1ccc(S(=O)(=O)N2CCCC2)cc1)C1CCCCC1,2,4,2,0,2,i,-4,-1,8
CC(C)NC(=O)C1(C)CCCCCN1C(=O)c1ccc(-c2ccccc2)cc1 (configuration not stated),-2,-1,-11,-1,-6,i,10,-2,-1
O=C(CN1C(=O)NC(Cc2c[nH]c3ccccc23)C1=O)Nc1cccc(S(=O)(=O)N2CCOCC2)c1 (configuration not stated),-4,4,8,-2,-1,i,1,-3,-18
Cc1cc([N+](=O)[O-])nn1Cc1ccc(F)cc1,4,7,3,-5,-1,i,0,2,11
O=C(C[C@H]1C/C=C\CC[C@@H](Cc2ccc(F)cc2)C(=O)OCCNC1=O)NCCO,-4,-3,9,-3,-11,i,-5,-1,8
O=C1C2C3C=CC(C3)C2C(=O)N1c1ccc(-c2nc3ccccc3o2)cc1 (configuration not stated),5,-7,0,2,-4,i,3,0,-7

# Screening results as filed in PubChem.
